Autofluor 339 = intrinsic fluorescence of library compounds, ex339/em460 – biochemical, MLSMR library, data from DPM-DC assay, artefact control, profiling panel; compound autofluorescence, ex339/em460 nm, NADH buffer; stronger effect = higher value; 1 = no-compound wells, NADH background; fluorescence fold increase at 10 µM; 65,000 compounds, 5.5% hits;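 active = at 10 µM, mean starting fluorescence two-fold or more over control wells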;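 note: signal is the first read of a kinetic run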
HEK293 NFkB inh = lowers PMA/ionomycin-induced NF-kB signal in HEK293 cells; inhibition, % at 3 µM; HEK-293 NF-kB luciferase reporter, luminescence; 62,000 compounds, 0.21% hits;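 active = inhibition above the mean of all tested compounds plus 3 SD, cut at about 40% in these data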;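 note: 0% = stimulated DMSO wells and 100% = 10 µM reference inhibitor 5653914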
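Material: HEK-293 cells with stable firefly luciferase reporter driven by four HIV NF-kB elements / Also added: PMA plus ionomycin mix as NF-kB-activating stimulus / Compound dosing: 3 µM once, 0.30% DMSO / Times: 1 h pretreatment, 16 h stimulation, 37 °C / Signal: luminescence / Evaluation: per-plate % inhibition versus controls / Benchmarks: DMSO and 10 µM reference inhibitor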
A340 absorber = absorbance at 340 nm | compound absorbance at 340 nm, fold over control | fold change at 10 µM | 65,000 tested, under 10 active;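 active = at 10 µM dose, initial 340 nm absorbance at least 2 fold that of control wells; inactive = change under 2 fold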;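 note: initial absorbance extrapolated from kinetic A340 decline of NADH oxidation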
ROCK2 blocker = blocks human Rho kinase 2 activity | inhibition, % at 6 µM | AID 604 | purified ROCK2, Kinase-Glo ATP depletion luminescence | 60,000 compounds, 0.35% hits;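 active = inhibition above the screen-wide mean inhibition plus 3 SD, cut at about 18% in these data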;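 note: plate controls were DMSO wells for no effect and Y-27632 control wells after no-enzyme background subtraction for full effect; many of its hits are not listed in these tables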
MMP13 inh = MMP13 (human) collagenase inhibition; MMP-13 fTHP FRET cleavage, Mca fluorescence; inhibition, % at 4 µM; 65,000 compounds, 0.07% hits;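 active = inhibition above the mean of compound-free control plate wells plus 3 SD, cut at about 14% in these data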;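 note: 0% = DMSO wells and 100% = wells with reference MMP-13 inhibitor after basal subtraction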
PKA kinase inh = inhibitors of human protein kinase A; P17612; PKA Kemptide phosphorylation, Kinase-Glo ATP luminescence; inhibition, % at 6 µM; 65,000 compounds, 0.1% hits;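 active = inhibition above the screen-wide mean inhibition plus 3 SD, cut at about 21% in these data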; note: many of its hits are not listed in these tables
Ecoli tolC = growth inhibitors of E. coli BW25113 tolC mutant. OD615. growth inhibition, % at 10 µM (by protocol). 65,000 compounds, 2.2% hits. AID 573;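 active = growth inhibition at or above a cutoff equal to the mean over every tested compound plus 3 SD, cut at about 60% in these data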;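 note: growth measured after 20 h incubation at 37 °C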
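signal = optical density read at 615 nm | test system = E. coli ΔtolC::kan strain BW25113 | timing = 20 h compound exposure of bacteria at 37 °C | buffer or medium = LB medium plus 50 µg/mL kanamycin | compound dosing = 10 µM final, single dose | evaluation = % inhibition of E. coli growth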
NADH coupling = blocks coupling enzymes of NAD/NADH assays | coupled PK/LDH NADH assays, four targets | IC50, µM (top dose mostly 10 µM), for inactives: at the highest dose inhibition | 65,000 compounds, 0.02% hits | AID 774;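 active = single-dose screening hits from any of four coupled enzyme assays that gave an IC50 when retested across doses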;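 note: the DPM-DC format reads NADH fluorescence rather than 340 nm absorbance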
JNK3 blocker = blocks human JNK3 kinase activity | AID 746 | purified JNK3 kinase activity, HTS | 60,000 compounds, 0.61% hits | P53779 | inhibition, % at 8 µM; in the data active = inhibition above about 17%;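 note: 0% = DMSO and 100% = reference inhibitor; many of its hits are not listed in these tables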
Target sequence (P53779 whole entry, looked up): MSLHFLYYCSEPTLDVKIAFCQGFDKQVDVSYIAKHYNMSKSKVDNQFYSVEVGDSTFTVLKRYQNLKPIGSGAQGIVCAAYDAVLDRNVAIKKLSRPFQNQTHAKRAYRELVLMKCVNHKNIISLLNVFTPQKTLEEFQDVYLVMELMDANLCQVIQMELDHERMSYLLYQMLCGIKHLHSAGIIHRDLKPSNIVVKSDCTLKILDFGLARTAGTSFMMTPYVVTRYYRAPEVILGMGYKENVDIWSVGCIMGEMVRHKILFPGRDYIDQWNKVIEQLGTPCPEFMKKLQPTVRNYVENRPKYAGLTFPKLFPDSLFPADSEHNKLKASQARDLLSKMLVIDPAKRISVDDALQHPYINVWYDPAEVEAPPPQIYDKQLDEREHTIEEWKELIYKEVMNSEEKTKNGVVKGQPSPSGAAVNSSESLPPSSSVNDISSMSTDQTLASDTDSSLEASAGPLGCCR
Starred values were filed as active, the others as inactive; / = no result given; [ ] = remark or other dose.

SMILES | Autofluor 339 | HEK293 NFkB inh | A340 absorber | ROCK2 blocker | MMP13 inh | PKA kinase inh | Ecoli tolC | NADH coupling | JNK3 blocker
CC(C)Cn1c(N)c(C(=O)COC(=O)c2ccncc2)c(=O)n(C)c1=O | 1.1 | 12 | 1 | -4 | 6 | 0 | 3 | 4% | 2
Nc1ccc2c(c1)-c1ccccc1S(=O)(=O)N2 | 1.2 | 5 | 1 | 5 | 0 | 9 | -13 | 6% | -12
CC(C)OC(=O)CN1CCN(S(=O)(=O)c2cc(Cl)ccc2Cl)CC1 | 1.1 | 7 | 1 | 0 | -4 | 1 | 4 | 4% | -2
COc1ccc(NC2=Nc3ccccc3CC2)cc1 | 1.1 | -18 | 1 | -2 | 0 | 4 | -7 | 5% | 7
CCOC(=O)N1CCN(C(=O)CN(c2ccccc2OC)S(=O)(=O)c2ccc(C)cc2)CC1 | 1 | 21 | 1 | -1 | -4 | 1 | -15 | 4% | 10
CCCOc1ccc(C(=O)NCCC(=O)NCCCC(=O)OCC)cc1 | 0.75 | 17 | 1 | 6 | -3 | 9 | -5 | 7% | -3
COC(=O)c1ccccc1NC(=O)Nc1cccs1 | 1.2 | 15 | 0.97 | 6 | -2 | 10 | -17 | 4% | 4
Cc1cc(C(=O)COC(=O)CCC(=O)c2ccc3c(c2)OCCO3)c(C)n1Cc1ccco1 | 1.1 | -8 | 1 | 6 | 4 | 12 | 23 | 3% | -1
O=C(NCCCN1CCCCCC1)c1ccc2c(c1)NC(=O)C(N1CCOCC1)S2 (stereo unspecified) | 1.1 | 20 | 1 | 2 | 0 | 7 | -7 | 7% | 4
N#CCCn1c(SCC(=O)NCC2CCCO2)nc2ccccc21 (stereo unspecified) | 0.75 | -8 | 0.99 | 4 | -6 | 12 | -9 | 14% | 0
CCOC(=O)N1CCN(C(=O)CN(C)S(=O)(=O)c2ccc3c(c2)C(C)(C)C(=O)N3C)CC1 | 1.1 | 2 | 1 | 5 | 0 | 7 | -4 | 3% | -6
O=C(Oc1ccccc1)c1cccc(N2C(=O)CCC2=O)c1 | 1 | 10 | 1 | -11 | 1 | -9 | -30 | 7% | -5

Some of the entries so far, with two lines to a compound.
Each structure is followed by: Autofluor 339	HEK293 NFkB inh	A340 absorber	ROCK2 blocker	MMP13 inh	PKA kinase inh	Ecoli tolC	NADH coupling	JNK3 blocker
COC(=O)c1ccccc1NC(=O)Nc1cccs1
    1.2	15	0.97	6	-2	10	-17	4%	4
Cc1cc(C(=O)COC(=O)CCC(=O)c2ccc3c(c2)OCCO3)c(C)n1Cc1ccco1
    1.1	-8	1	6	4	12	23	3%	-1

(list continues)
SMILES | Autofluor 339 | HEK293 NFkB inh | A340 absorber | ROCK2 blocker | MMP13 inh | PKA kinase inh | Ecoli tolC | NADH coupling | JNK3 blocker
CC(C)C(NC(=O)C1CCCCC1)C(=O)N1CCN(c2ccc(F)cc2)CC1 (stereo unspecified) | 1.1 | 19 | 0.96 | 5 | -1 | 11 | -1 | 5% | -7
CN1CCN(CCc2nc3cc(NC(=O)COc4ccccc4)ccc3n2C)CC1 | 1.1 | -1 | 0.98 | -6 | -7 | 2 | -7 | 1% | 5
CCCSCCCNC(=O)c1cc2c(s1)CS(=O)(=O)C2 | 1 | -2 | 1.1 | / | 2 | 7 | -7 | 2% | /
Cc1ccc(N2CC(C(=O)Nc3nnc(C(C)C)s3)CC2=O)cc1 (stereo unspecified) | 1 | 3 | 1 | 4 | -1 | 8 | -19 | 0% | -2
CCc1nnc(NC(=O)CSc2nnc(-c3ccccc3O)n2-c2ccc(C)cc2)s1 | 1.1 | 21 | 0.96 | 0 | -9 | 7 | -7 | 5% | -1
CC(C)(NO)/C(=N/O)c1cccs1 | 1.1 | 15 | 1 | -3 | -4 | -1 | -13 | 3% | -1
CCn1c2ccccc2c2cc(N)ccc21 | 2.9* | 4 | 1 | 4 | -15 | 0 | -4 | 4%[fluoresces] | -4
COc1ccc(CNC(=O)CCCCCn2c(SCC#N)nc3cc4c(cc3c2=O)OCO4)cc1 | 1.1 | 15 | 1 | / | -1 | 5 | -3 | 5% | /
O=C(C1CCCCC1)N(CCN1CCCC1)c1nc2ccccc2s1 | 1.1 | 9 | 0.99 | -1 | 0 | 2 | 0 | 7% | -10
CC(C)C12CCC(C(=O)O)C(C1)C(=O)O2 (stereo unspecified) | 1.1 | 3 | 1.1 | 0 | -4 | -2 | -8 | 0% | -2
Cc1ccc2[nH]c3c(c2c1)CCCC3C(N)=O (stereo unspecified) | 1.1 | / | 1 | 4 | 1 | 6 | 8 | 7% | -6
COC(=O)c1ccccc1NC(=O)COC(C)=O | 0.84 | 11 | 1 | 5 | -1 | 6 | -1 | 16% | 6
O=C(CSc1nnc(CNC(=O)c2cccs2)o1)Nc1cccc(C(F)(F)F)c1 | 1.1 | 15 | 1.1 | / | 3 | 0 | -11 | 2% | /
Cc1cc(C)cc(N(C(=O)Cn2nnc3ccccc32)C(C(=O)NCc2ccco2)c2ccncc2)c1 (stereo unspecified) | 1 | 13 | 0.99 | / | 2 | -2 | -8 | 5% | /
Cc1ccc(C)c(NC(=O)CSc2nnc(-c3ccccc3)n2N)c1 | 1.1 | 16 | 1 | / | 4 | 6 | -10 | 3% | /
COc1ccc(S(=O)(=O)N2CCCC(C(=O)NCc3ccccn3)C2)cc1 (stereo unspecified) | 1 | 8 | 0.98 | 7 | -4 | 8 | -10 | 4% | 5
CCN1CCCC1CNC(=O)CSc1cc(=O)n(CC)c2ccccc12 (stereo unspecified) | 1.3 | 22 | 1 | 3 | -4 | 15 | -7 | 8% | -4
Cn1nnc2cc(C(=O)NCc3ccc4c(c3)OCO4)ccc21 | 1.1 | 8 | 1 | -1 | 5 | -5 | -5 | 5% | -1
S=P(c1ccc(N2CCOCC2)cc1N1CCOCC1)(N1CCOCC1)N1CCOCC1 | 1.1 | 17 | 1 | 6 | 3 | 9 | -5 | 6% | -5
CN1C(=O)N(CN2CCCCC2)C2C1N(C)C(=O)N2CN1CCCCC1 (stereo unspecified) | 1.1 | -4 | 0.99 | -1 | 5 | 1 | -17 | 9% | 6
CC1Cc2ccccc2N1C(=O)CSc1nnnn1-c1ccc2c(c1)OCCO2 (stereo unspecified) | 1 | 12 | 0.99 | 0 | 0 | -1 | 11 | 7% | 3
CCOc1ccc2nc(NC(=O)c3ccoc3C)sc2c1 | 1.3 | -42 | 1.1 | -39 | -8 | -18 | 3 | 4% | 7
CCN1CCN(Cc2c(O)ccc3c(=O)c(-c4ccc(OC)c(OC)c4)c(C(F)(F)F)oc23)CC1 | 1.2 | 19 | 1.1 | 1 | 5 | 6 | 4 | 3% | -10
CC(CCc1ccccc1)NC(=O)c1ccc(Br)o1 (stereo unspecified) | 1.1 | 8 | 1 | 5 | -2 | 0 | 42 | 3% | 3
O=C(Oc1ccc2c(c1)OCO2)c1ccncc1 | 1 | 5 | 0.99 | 11 | -3 | 7 | -6 | 8% | 8
COc1ccc(Cn2cccc(NC(=O)Nc3ccc(C#N)cc3)c2=O)cc1 | 1.4 | 29 | 0.99 | 4 | -13 | 12 | -9 | 5% | 3
O=C(N1CCOCC1)N1CCC(NC(=O)C23CC4CC(CC(C4)C2)C3)CC1 | 1 | 3 | 0.99 | 2 | 0 | 7 | -9 | 4% | 9
CCOc1ccc(Cn2c(=O)oc3ccc(C)cc32)cc1OC | 1.1 | 17 | 1 | 6 | 1 | 8 | 5 | 5% | 4
COc1ccc(OC)c(CC(NC(C)=O)C(=O)NC2CCN(c3nc(C)cc(C)c3C#N)CC2)c1 (stereo unspecified) | 2.8* | 6 | 1 | 4 | -3 | 6 | -14 | 10% | 5
CN(CC(=O)N1CCCCCC1)S(=O)(=O)c1ccc(Br)s1 | 1.1 | 18 | 1 | / | -3 | 1 | -2 | 5% | /
Cc1ccc(C)c(S(=O)(=O)NCc2cccnc2)c1 | 0.97 | 7 | 1 | 6 | -4 | 4 | -8 | 2% | 6
CC(=O)c1cccc(NC(=O)N2CCCC2C(=O)NC2CCCCC2)c1 (stereo unspecified) | 1.1 | 11 | 1 | 3 | -7 | 7 | -8 | 5% | 0
Cc1cc(C)c2nc(N3CCC(C(=O)N4CCCC4)CC3)sc2c1 | 1.1 | -1 | 0.97 | 5 | -3 | 4 | 14 | 6% | 3
Cc1cccn2c(=O)c3cc(C#N)c(=N)n(Cc4cccnc4)c3nc12 | 1.2 | 6 | 1 | / | -21 | 8 | -12 | 9% | /
Cc1cccc(C)c1NC(=O)Cn1nnc(-c2ccc(N3CCOCC3)cc2)n1 | 1.4 | 26 | 1 | -2 | 1 | -4 | -2 | 10% | -5
CCCCNC(=O)c1cc(-c2ccc(OC)cc2)on1 | 1.1 | -12 | 1 | / | -12 | 8 | 13 | 5% | /
CC1(C)CC(NC(=O)C23CCC(C)(C(=O)C2)C3(C)C)CC(C)(C)N1 (stereo unspecified) | 1.1 | 1 | 1 | 0 | 4 | -4 | -3 | 4% | 1
COC(=O)CC1SC(=O)NC1=Nc1ccc(C)cc1 (stereo unspecified) | 1.1 | 10 | 1 | 2 | 1 | 5 | -3 | 0% | 3
O=C(NCc1ccc(Cl)cc1)c1noc2c1CCCC2 | 1.1 | 7 | 1 | -5 | 7 | 1 | 7 | 2% | 8
Cn1nnc2cc(C(=O)NCCC3=CCCCC3)ccc21 | 1 | -34 | 1.1 | 2 | 4 | -4 | -2 | 2% | -1
Cc1oc2cc3oc(=O)c4c(c3cc2c1C)CCC4 | 1.4 | 2 | 1 | 6 | -3 | 14 | 2 | 3% | 7
CC1CCN(C(=O)C(NS(=O)(=O)c2cccc3nsnc23)c2ccccc2)CC1 (stereo unspecified) | 1.1 | 3 | 1.1 | -6 | -11 | -6 | 15 | 8% | -8
COc1cccc(OCc2nnc(SCC(=O)OCc3ccccc3)o2)c1 | 1.1 | -1 | 1 | 4 | -13 | 7 | -15 | 2% | 4
COCCCNC(=O)CS(=O)Cc1nc(-c2ccccc2C)oc1C (stereo unspecified) | 1.1 | -2 | 1 | -2 | 4 | 11 | -2 | 10% | 12
Cc1ccc(N(C(=O)Cn2nnc(-c3ccc(C)o3)n2)C(C(=O)NC2CCCC2)c2ccco2)cc1 (stereo unspecified) | 1 | 8 | 1 | -1 | 7 | -1 | -9 | 5% | -5
CSc1cccc(NC(=O)CN2C(=O)c3ccccc3S2(=O)=O)c1 | 1.1 | 12 | 1 | 8 | 1 | 1 | 7 | 0% | -2
COc1ccc(CSc2nc(C)cc(=O)[nH]2)cc1 | 1.1 | 3 | 1 | 3 | 25* | 10 | 13 | 2% | 7
O=C(O)c1cc2c(s1)CCCC2 | 1 | -1 | 1 | 3 | -1 | 5 | -15 | 1% | -2
CCc1cc(=O)oc2c(C)c(O)c(CN(C)C)cc12 | 3.9* | 0 | 1.1 | 11 | -324[fluorescence artefact?] | 10 | -18 | 6%[fluoresces] | 1
CCOC(=O)C(NC(=O)Nc1cccc(C)n1)(OCC(F)(F)F)C(F)(F)F (stereo unspecified) | 1.2 | 16 | 0.96 | -2 | 6 | -1 | -1 | 5% | 2
Cc1nn(-c2ccccc2)c2c1C(=O)NC(=O)C(C)(C)C2 | 1 | / | 1 | 2 | 0 | 3 | 13 | 1% | 5
COc1cc(CCC(=O)OCn2nnc3ccccc3c2=O)cc(OC)c1OC | 1.1 | -6 | 1 | 3 | 1 | 6 | -5 | 7% | 7

Screening data (PubChem)

Some of the compounds tested; rates above refer to the full screens.
